PI5P4Ka inh: qHTS for Inhibitors of phosphatidylinositol 5-phosphate 4-kinase (PI5P4K). Phosphatidylinositol 5-phosphate 4-kinase type-2 alpha (Homo sapiens), P48426. PI5P4Kalpha enzyme, ADP-Glo luminescence, 60 min; active compounds read low. max response, %. 1.2% of 330,000 active. AID 652105, 2013; active means max response of -50% or lower; inconclusive means between -30% and -50%; inactive means -30% or higher; further: value at the top dose of about 77 µM; on the % scale 0 is the no-effect control and ±100 the full control effect
Target sequence (P48426 whole entry, looked up): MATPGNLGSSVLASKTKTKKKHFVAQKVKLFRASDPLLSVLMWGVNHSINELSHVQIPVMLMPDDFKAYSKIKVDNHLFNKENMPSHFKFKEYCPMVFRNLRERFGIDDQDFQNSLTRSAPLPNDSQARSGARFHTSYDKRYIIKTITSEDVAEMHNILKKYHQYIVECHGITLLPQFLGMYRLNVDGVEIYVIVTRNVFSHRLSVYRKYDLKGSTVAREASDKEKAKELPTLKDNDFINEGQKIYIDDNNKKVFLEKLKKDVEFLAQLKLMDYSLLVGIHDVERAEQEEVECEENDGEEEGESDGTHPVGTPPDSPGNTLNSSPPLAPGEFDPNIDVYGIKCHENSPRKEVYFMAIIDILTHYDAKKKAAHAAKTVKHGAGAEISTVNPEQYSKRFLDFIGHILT
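Controls without substrate or without enzyme flank wells where PI5P4Kalpha converts substrate using 5 microM ATP (final). Incubation lasts 60 minutes at room temperature; ADP formed is read by ADP-Glo luminescence.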
EPAC2 ag: qHTS for Agonist of cAMP-regulated guanine nucleotide exchange factor 4 (EPAC2): primary screen. Rap guanine nucleotide exchange factor 4 (Homo sapiens), Q8WZA2. EPAC2 activation, biochemical qHTS; response scale: 100% = 6.5 mM cAMP response. Potency, µM (highest dose often 154 µM), inactives show at the highest dose activation, usual class: activators. 0.079% of 360,000 active; further: potency means the concentration at half of the fitted maximal effect; nearly all actives have a fitted effect of over 50% in size
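Compounds were titrated in qHTS against a Rap1B-BODIPY-GDP (250 nM) complex with EPAC2 (100 nM) and GDP (50 uM). BODIPY-GDP release tracked at 480/540 nm over 30 min at room temperature, normalized to 6.5 mM cAMP.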
WRN inhibitor: qHTS for Inhibitors of WRN Helicase. WRN helicase unwinding, fluorescent forked duplex, kinetic. Potency, µM (series often up to 114 µM), without a hit: top-dose activity change, negative = inhibition, usual class: inhibitors. 0.46% of 360,000 active. AID 651768, 2012; further: potency means the concentration at half of the fitted maximal effect; on the % scale 0 is the no-effect control and ±100 the full control effect; nearly all actives have a fitted effect of over 55% in size
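Enzyme (20 nM final) and test compound sit together 15 min at room temperature before substrate addition. Substrate is a single-forked duplex oligonucleotide (100 nM) labelled with fluorophore and quencher, with 2 mM ATP; helicase unwinding raises red fluorescence, read kinetically.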
EPAC1 antag: qHTS for Antagonist of cAMP-regulated guanine nucleotide exchange factor 3 (EPAC1): primary screen | EPAC1 GEF assay, Rap1b-BODIPY-GDP exchange fluorescence | 0.14% of 360,000 active | Potency, µM (doses to about 115 µM), without a hit: at the highest dose activity change, negative = inhibition, most hits filed as inhibitors;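 further: potency means the concentration at half of the fitted maximal effect; plate controls were vehicle for no effect and positive control for full effect; nearly all actives have a fitted effect of over 50% in size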
CCT chaperon mod: High-Throughput Screening for Modulators of Cytosolic Chaperonin Activity | activity change, % (no concentration beside the values), hits read low | AID 651819, 2012 | 0.3% of 360,000 active | purified chaperonin ATPase assay, HTRF ADP detection, 30 min; in the data active means activity change below about -30%; further: on the % scale 0 is the no-effect control and ±100 the full control effect
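ATPase activity: ADP formed was measured by HTRF Transcreener (665/615 nm ratio) after 30 min at 37 deg C with 10 uM ATP. Compounds screened at one 76 uM concentration against 40 or 20 nM TRiC in Tris pH 7.4/KCl/MgCl2/DTT buffer.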
EPAC1 ag: qHTS for Agonist of cAMP-regulated guanine nucleotide exchange factor 3 (EPAC1): primary screen; Rap guanine nucleotide exchange factor 3 (Homo sapiens), O95398; EPAC1 agonist qHTS, biochemical assay; response scale: 100% = response to 6.5 mM cAMP; Potency, µM (series often up to 154 µM), without a hit: at the top dose activation, usual class: activators; 0.073% of 360,000 active; further: potency means the concentration at half of the fitted maximal effect; nearly all actives have a fitted effect of over 60% in size
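Compounds were pinned as a concentration titration into mixtures of EPAC1 (100 nM), BODIPY-GDP-loaded Rap1B (250 nM) and GDP (50 uM). After 5 min at room temperature, fluorescence was followed for 30 min; activity was scaled to 6.5 mM cAMP.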
PLK1 PBD inh: qHTS for Inhibitors of PLK1-PDB (polo-like kinase 1 - polo-box domain): Primary Screen. Serine/threonine-protein kinase PLK1 (Homo sapiens), P53350. Plk1 PBD binding of FITC phosphopeptide, fluorescence polarization. Potency, µM, for the others: max response, negative = inhibition, most hits filed as inhibitors. 2.8% of 360,000 active; further: potency means the concentration at half of the fitted maximal effect; series mostly up to about 57 µM; on the % scale 0 is the no-effect control and ±100 the full control effect; nearly all actives have a fitted effect of over 65% in size
Target sequence (P53350 whole entry, looked up, the tested form may be a part): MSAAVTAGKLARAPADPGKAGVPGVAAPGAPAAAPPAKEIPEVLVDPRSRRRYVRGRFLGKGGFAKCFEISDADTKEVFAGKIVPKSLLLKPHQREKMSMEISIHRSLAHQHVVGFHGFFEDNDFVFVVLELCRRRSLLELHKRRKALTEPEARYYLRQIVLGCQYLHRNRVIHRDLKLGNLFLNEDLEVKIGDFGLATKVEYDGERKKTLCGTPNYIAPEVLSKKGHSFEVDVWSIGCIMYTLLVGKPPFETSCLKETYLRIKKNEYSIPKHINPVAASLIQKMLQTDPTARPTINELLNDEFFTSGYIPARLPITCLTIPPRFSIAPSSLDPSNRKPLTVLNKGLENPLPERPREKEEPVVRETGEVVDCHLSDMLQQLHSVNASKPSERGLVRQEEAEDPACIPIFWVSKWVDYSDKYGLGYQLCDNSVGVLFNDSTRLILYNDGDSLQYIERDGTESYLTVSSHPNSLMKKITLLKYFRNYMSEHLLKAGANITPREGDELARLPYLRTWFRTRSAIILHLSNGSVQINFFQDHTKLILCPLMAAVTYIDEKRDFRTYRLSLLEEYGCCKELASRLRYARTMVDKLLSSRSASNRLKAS
IL-2 act: qHTS of IL-2 Activators; 0.065% of 360,000 active; IL-2 activation reporter assay, cell-based qHTS; stimulated with anti-CD3/CD4/CD28 beads; in transgenic mouse T cells; activation, % (series mostly up to about 46 µM); AID 652025, 2013; in the data active means activation above about 50%; inconclusive means mostly about 30% to 49%; further: 0% is about no effect
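Unstimulated transgenic mouse T cells preincubated 60 min with compound, then stimulated with anti-CD3/anti-CD4-coated beads plus anti-CD28 for 18 h at 37 degrees C. IL-2 response read as EGFP and DsRed fluorescence by plate cytometry.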
The depositor's hits bear a star; ? = inconclusive; / = not tested or not shown; [ ] = remark or other dose. Unless noted, the call rests on the fitted dose curve; in most records, active means well fitted curve in the direction sought with a large enough effect; inconclusive means small, poorly fitted or top-dose-only effect, or another doubt; inactive means no such curve, though single readings can be large; an effect the other way counts as inactive or inconclusive.

SMILES	PI5P4Ka inh	EPAC2 ag	WRN inhibitor	EPAC1 antag	CCT chaperon mod	EPAC1 ag	PLK1 PBD inh	IL-2 act
Cc1[nH]nc2c1/C(=N\O)CCC2	-8	6%	2%	-28%	-1.1	8%	-9%	-2.2
Cc1ccc2nc(SCC(=O)Nc3c(F)cccc3F)[nH]c2c1	-1	-3%	0%	-9%	-0.1	-6%	5%	-0.7
CN1CCN(C(=O)CSc2ccc(Cl)cc2)CC1	12	2%	3%	-1%	-1.9	4%	1%	0.0
COCCn1c(=NC(=O)c2cc(Cl)sc2Cl)sc2cc(S(N)(=O)=O)ccc21	2	9%	1%	-24%	0.8	-13%	-5%	1.3
CSc1ccc(-c2nnn(CC(=O)NCc3ccccc3)n2)cc1	-7	12%	-4%	-3%	-1.4	0%	-6%	0.1
CCCN(C(=O)C(NC(=O)c1ccccc1)C(C)C)c1c(N)n(Cc2ccccc2)c(=O)[nH]c1=O (stereo not drawn)	4	2%	1%	-6%	5.1	-1%	8%	1.0
CCOc1cccc(N2C(=O)CC(NCc3ccc(S(N)(=O)=O)cc3)C2=O)c1 (stereo not drawn)	-6	-4%	8%	9%	-2.6	11%	-1%	0.1
CCN(CC)CCNC(=O)c1ccc(NC(=O)c2cccc(S(=O)(=O)N3CCCCCC3)c2)cc1	2	7%	9%	-13%	-3.1	0%	-14%	-0.1
CCC(C(=O)NC(C)(C)C)N(Cc1ccc(OC)cc1)C(=O)c1snc(C(N)=O)c1N (stereo not drawn)	-1	5%	4%	11%	-4.7	-14%	-2%	-1.6
CC(C)OC(=O)c1sc2nc(-c3ccccc3)ccc2c1N	/	2%	-1%	0%	-5.5	8%	-3%	-0.3
CC1C(=O)N(Cc2cn(Cc3ccco3)nn2)CCS(=O)(=O)N1Cc1ccc(-c2ccncc2)cc1 (stereo not drawn)	-23	-3%	2%[11.6 µM]	-10%	1.6	1%	-4%	-0.5
Cc1cc(C)n(-c2ccc(C(=O)N3CCC(CO)(Cc4ccccc4)CC3)cc2)n1	2	0%	-2%	3%	-0.7	-8%	1%	1.0
COc1ccc(C)cc1S(=O)(=O)N(CC(=O)Nc1cccc([N+](=O)[O-])c1)c1ccc(C)c(C)c1	0	7%	5%	-9%	-0.6	12%	-11%	2.3
COC(=O)C1=C(C)NC(C)=C(C(=O)OC)C1c1ccc(NC(C)=O)cc1	/	11%	-4%	-3%	-0.4	1%	-5%	0.4
C=CCn1c(Cc2cccs2)nnc1SCC(=O)Nc1cc(OC)cc(OC)c1	11	0%	-8%	0%	0.6	0%	-3%	-0.7
COc1ccccc1NS(=O)(=O)c1ccc(O)c(C(=O)OCC(=O)N2c3ccccc3CC2C)c1 (stereo not drawn)	6	15%	-4%	-9%	-0.5	0%	-9%	-0.1
CC(C)Cn1c(SCC#N)nc2ccccc2c1=O	1	-1%	2%	0%	2.1	-3%	-21%	1.3
O=C1N[C@@H](Cc2cn(S(=O)(=O)c3ccccc3)c3ccccc23)C(=O)N[C@H]1Cc1ccccc1	-3	-3%	-12%	10%	-0.9	-1%	3%	-3.2
CC1(C)CC(=O)C=C(c2ccc(-c3cnn(Cc4ccccc4)c3)cc2)C1=O	0	22%	-4%	1%	-1.4	-9%	-1%	-3.3
NC(=O)COC(=O)c1ccc(NS(=O)(=O)c2ccc3c(c2)OCCO3)cc1	1	3%	-5%	-15%	1.7	12%	-6%	-3.5
Cc1ccc(C(=O)Nc2ccc(S(=O)(=O)N3CCCC3)cc2)cc1	-3	13%	0%	-8%	0.5	3%	7%	-0.2
Cc1cccc(OCCSc2nc(N)cc(N)n2)c1	-18	11%	8%	-1%	-1.0	10%	3.8µM*	-3.3
CCC1CCCCN1C(=O)CSc1nc2ncccc2[nH]1 (stereo not drawn)	0	5%	-3%[11.6 µM]	-24%	-1.2	-5%	-2%	-0.5
COc1cc(Cl)c(S(=O)(=O)NCCN2CCOCC2)cc1Cl	/	10%	-13%	-6%	0.2	1%	-10%	0.0
CC(C)C(=O)NC(Nc1cccc2cccnc12)C(Cl)(Cl)Cl (stereo not drawn)	3	18%	1%	-1%	0.7	3%	-9%	-1.8
Cc1ccc(NC(=O)C(C)N2CCc3ccccc3C2)cc1 (stereo not drawn)	1	-2%	-10%	-7%	2.3	-6%	-7%	-0.3
C#CCOCCOCCOCCNc1nc(N2CCN(C(=O)[C@H]([C@@H](C)O)n3cc(CCCCN)nn3)CC2)nc(N2CCN(C(=O)[C@H](Cc3ccc(O)cc3)n3cc(CCO)nn3)CC2)n1	2	3%	3%	-23%	-2.6	1%	-22%	-1.4
O=C(CCN1C(=O)/C(=C\c2ccccc2)SC1=S)NNC(=O)c1cccnc1	0	8%	-6%	-9%	-0.9	-2%	-9%	-3.2
CCN1CCN(c2nnc(-c3ccc(F)cc3)c3ccccc23)CC1	6	5%	7%	-23%	-1.6	4%	-19%	0.4
O=C1NC(Cc2ccc(O)cc2)c2nc3cc(Cl)ccc3c(=O)n2-c2ncccc21 (stereo not drawn)	-5	4%	-6%	0%	0.3	7%	-4%	-1.5
CC(=O)C1=C(c2ccccc2)NC(=O)NC1c1ccc(O)c(O)c1 (stereo not drawn)	-14	8%	-14%	-1%	2.4	1%	-3%	-1.4
CCOC(=O)N1CCC(N2C(=O)c3ccc(C(=O)NCCC(C)C)cc3C2=O)CC1	3	-5%	1%	-3%	0.6	-3%	9%	-4.1
Cc1ccc(C)c(C2=CSC3=NS(=O)(=O)CCN23)c1	4	-6%	5%	8%	1.6	1%	-1%	-1.8
COC(=O)[C@@]1(Cc2ccccc2)[C@H]2C(=O)N(C)C(=O)[C@H]2[C@H]2CN=C(SCc3ccc(C#N)cc3)N21	0	7%	-2%	-8%	-3.3	0%	-2%	0.9
CCOC(=O)C1C(=O)C=C(c2ccc(C)cc2)CC1c1cccc([N+](=O)[O-])c1 (stereo not drawn)	3	4%	-34%[57.1 µM]	-16%	-0.6	4%	-2%	2.2
Cc1ccc([N+](=O)[O-])cc1S(=O)(=O)Nc1ccc(C(=O)NCc2ccccn2)cc1	?	4%	-25%	4%	0.0	15%	-4%	-5.4
CCCN(C(=O)CCNC(=O)Cn1cnc2ccccc2c1=O)c1cccc(Cl)c1	2	4%	-5%	-14%	0.8	-6%	-8%	-3.3
CCOc1ccc(C2CC(c3ccccc3)Nc3nc(N)nn32)cc1 (stereo not drawn)	-1	-4%	7%	-7%	-3.3	7%	-11%	-1.6
Cc1ccccc1NC(=O)Nc1ccccc1C(=O)NCc1ccccc1	2	-7%	-26%	-4%	-1.1	-6%	-3%	0.0
CCOc1ccc(-c2nc(-c3ccc(OC)cc3)no2)cc1OCC	/	-13%	0%	3%	-1.3	-1%	4%	3.0
Cc1nc(N)sc1-c1nnc(SCC(=O)Nc2ccccc2C(F)(F)F)n1C	-1	5%	-4%	8%	-15	-5%	-10%	-2.5
CC1C=CCC2C(=O)N(c3ccc(Cl)cc3O)C(=O)C12 (stereo not drawn)	-24	-2%	-32%	8%	-0.1	-6%	11µM*	-0.1
CCOc1cc(CNCc2ccccc2)ccc1OCc1ccc(Cl)cc1	-1	9%	3%	6%	-4.9	18%	-4%	-0.5
Cc1nnc(SCC(=O)Nc2ccc3c4c(cccc24)CC3)n1C	-10	6%	3%	10%	-2.9	3%	-3%	-0.6
COc1cccc(CNC(=O)C2CCN(C(=O)N(C)C)CC2)c1	/	10%	-15%	6%	-0.2	5%	-6%	-1.1
CC(=O)C1=C(O)C(=O)N(Cc2ccccc2)C1c1ccc(N(C)C)cc1 (stereo not drawn)	-7	9%	-1%[11.6 µM]	-20%	-1.0	-1%	-18%	-0.1
O=C(/C=C/c1cccc([N+](=O)[O-])c1)N1CCN(Cc2ccccc2)CC1	-1	14%	4%	6%	-3.9	12%	-10%	0.3
CN(C)c1ccnc(Oc2ccc(C(C)(C)C)cc2)c1C#N	/	-8%	-18%	-5%	-2.7	22%	2%	-1.5
CC(C)C(C)(C#N)NC(=O)CSc1nc2scc(-c3ccco3)c2c(=O)n1-c1ccccc1 (stereo not drawn)	-11	-5%	-16%	-26%	-1.7	-6%	-17%	0.0

4 entries from above, with values under each structure.
The line under a structure holds: PI5P4Ka inh, EPAC2 ag, WRN inhibitor, EPAC1 antag, CCT chaperon mod, EPAC1 ag, PLK1 PBD inh, IL-2 act
CCN1CCN(c2nnc(-c3ccc(F)cc3)c3ccccc23)CC1
  6, 5%, 7%, -23%, -1.6, 4%, -19%, 0.4
COC(=O)[C@@]1(Cc2ccccc2)[C@H]2C(=O)N(C)C(=O)[C@H]2[C@H]2CN=C(SCc3ccc(C#N)cc3)N21
  0, 7%, -2%, -8%, -3.3, 0%, -2%, 0.9
O=C1N[C@@H](Cc2cn(S(=O)(=O)c3ccccc3)c3ccccc23)C(=O)N[C@H]1Cc1ccccc1
  -3, -3%, -12%, 10%, -0.9, -1%, 3%, -3.2
CN1CCN(C(=O)CSc2ccc(Cl)cc2)CC1
  12, 2%, 3%, -1%, -1.9, 4%, 1%, 0.0

Ordered by the number under CCT chaperon mod (smallest number first): seven of the compounds above.
molecule	CCT chaperon mod
CCOc1ccc(C2CC(c3ccccc3)Nc3nc(N)nn32)cc1 (stereo not drawn)	-3.3
Cc1cccc(OCCSc2nc(N)cc(N)n2)c1	-1.0
Cc1ccc([N+](=O)[O-])cc1S(=O)(=O)Nc1ccc(C(=O)NCc2ccccn2)cc1	0.0
CCOC(=O)N1CCC(N2C(=O)c3ccc(C(=O)NCCC(C)C)cc3C2=O)CC1	0.6
CC(C)C(=O)NC(Nc1cccc2cccnc12)C(Cl)(Cl)Cl (stereo not drawn)	0.7
COCCn1c(=NC(=O)c2cc(Cl)sc2Cl)sc2cc(S(N)(=O)=O)ccc21	0.8
CC(C)Cn1c(SCC#N)nc2ccccc2c1=O	2.1

Bioassay records from PubChem BioAssay.

The list is partial; the hit share may differ from the screen's.
